Screens: PubChem BioAssay, Broad Institute
EWS-Fli block = EWS/Fli-driven NR0B1 reporter inhibitors, primary screen, A673 cells, NR0B1 luciferase, luminescence, MLPCN library | viability-normalised | inhibition, % at 12.6 µM | 350,000 compounds, 0.67% hits;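 active means mean inhibition of at least 50% after viability correction, with every replicate also passing that limit; inconclusive means mean reaches 50% but only one of two replicates passes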;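 further: firefly luciferase signal divided by Alamar Blue viability fluorescence both relative to DMSO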
LGR2 antag = inhibitors of bursicon-induced LGR2 CRE-luciferase signal, primary screen, cell-based, HEK293, CRE-luciferase reporter, bursicon stimulation | bursicon-stimulated, 4 h | inhibition, % at 9.99 µM | AID 720647, 2013 | Drosophila bursicon receptor LGR2 (rickets) | 380,000 compounds, 0.35% hits;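 active means drop in luminescence signal, shown as inhibition above about 50% in the replicate tests, limit read from the data, passing the limit was not always enough; inconclusive means probably only some replicates passing the limit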;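 further: agonist challenge used bursicon conditioned medium at about half maximal strength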
PGC1a acetyl inh = inhibitors of PGC1a acetylation signal, primary screen, cell-based, U2OS, AlphaScreen, inhibitor mode; AlphaScreen anti-acetyl-lysine; with virally co-expressed GCN5 acetyltransferase; inhibition, % at 15.6 µM; 350,000 compounds, 0.17% hits;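 active means every replicate shows inhibition of at least 40%; inconclusive means mean inhibition at least 40% but some replicate below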;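 further: 0% = neutral control wells and 100% = positive control wells; some results beyond the cut were filed as inactive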
PAX8 inh HTS = inhibitors of PAX8-driven TPO luciferase reporter, primary screen, RMG-I cells, single concentration; 360,000 compounds, 1.2% hits; SteadyGlo, 24 h; inhibition, % at 12.6 µM;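 active means mean replicate inhibition at least 60% with every replicate also reaching 60%; inconclusive means only one of the two criteria is met; inactive means mean below 60% and not all replicates reaching 60%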;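 further: luciferase light reporting Pax8 driven TPO promoter activity; plate controls were median of neutral control wells for no effect and mitoxantrone controls for full effect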
FN deposition inh = inhibitors of fibronectin matrix deposition, primary screen, AH1F cells, Alexa488-fibronectin fluorescence, plate reader | 350,000 compounds, 0.086% hits | inhibition, % at 12.6 µM | AH1F fibroblasts, overnight;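 active means mean inhibition across replicates of 30% or more, regardless of how many single replicates reach that level; inconclusive means mean under 30% yet at least half of replicates reach 30%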;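 further: positive control wells lacked labelled fibronectin entirely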
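Material: AH1F fibroblasts assembling fluorescent fibronectin matrix; amount: 10000 AH1F cells/well; medium: DMEM, 2% serum; reagent: Alexa488-fibronectin, 24 nM final in well; dosing: single compound dose, delivered by pin transfer; incubation: 1 h adhesion, overnight exposure; detection: fluorescence after three HBSS washes, excitation 485 nm, emission 525 nm; measure: fibronectin deposition inhibition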
ERAP1 HTS inh = human ERAP1 aminopeptidase inhibitors, primary screen, biochemical, single point, plate reader; inhibition, % at 10.7 µM; 340,000 compounds, 0.15% hits; Endoplasmic reticulum aminopeptidase 1 (Homo sapiens), Q9NZ08; recombinant ERAP1, Leu-AMC fluorescence, 60 min; AID 652197, 2013;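 active means mean replicate inhibition of at least 30%, or all replicates individually reaching that 30% level; inactive means mean below 30% and not every replicate reaching it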;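 further: 0% = neutral control wells and 100% = L-leucinethiol positive control wells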
Target sequence (Q9NZ08 whole entry, looked up): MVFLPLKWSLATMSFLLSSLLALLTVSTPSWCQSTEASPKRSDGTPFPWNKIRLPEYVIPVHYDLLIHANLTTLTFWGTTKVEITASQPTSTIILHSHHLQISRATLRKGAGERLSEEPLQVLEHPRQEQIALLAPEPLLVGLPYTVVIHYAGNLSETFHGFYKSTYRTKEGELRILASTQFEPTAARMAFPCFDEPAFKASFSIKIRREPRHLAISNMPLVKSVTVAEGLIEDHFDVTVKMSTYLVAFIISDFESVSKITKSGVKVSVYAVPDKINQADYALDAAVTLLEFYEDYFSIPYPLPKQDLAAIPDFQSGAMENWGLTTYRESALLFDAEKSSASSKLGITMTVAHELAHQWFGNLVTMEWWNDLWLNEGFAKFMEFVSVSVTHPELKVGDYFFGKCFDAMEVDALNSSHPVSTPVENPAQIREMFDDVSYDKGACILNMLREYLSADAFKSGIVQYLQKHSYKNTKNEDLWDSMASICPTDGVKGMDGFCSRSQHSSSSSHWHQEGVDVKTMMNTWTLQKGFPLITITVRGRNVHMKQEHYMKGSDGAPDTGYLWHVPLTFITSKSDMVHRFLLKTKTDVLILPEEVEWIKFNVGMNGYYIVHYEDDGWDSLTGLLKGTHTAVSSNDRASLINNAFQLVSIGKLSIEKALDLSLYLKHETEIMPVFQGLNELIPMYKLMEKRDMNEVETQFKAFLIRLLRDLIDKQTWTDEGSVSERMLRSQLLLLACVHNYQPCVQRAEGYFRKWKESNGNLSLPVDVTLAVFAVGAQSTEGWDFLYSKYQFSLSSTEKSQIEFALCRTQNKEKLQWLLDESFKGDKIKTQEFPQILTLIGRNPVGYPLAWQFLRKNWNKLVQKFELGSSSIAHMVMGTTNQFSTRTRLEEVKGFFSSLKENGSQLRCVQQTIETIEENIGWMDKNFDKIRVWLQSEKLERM
S100A4 MyoIIA = inhibitors of S100A4-myosin IIA peptide binding, primary screen, biochemical, fluorescence polarization, TAMRA-MyoIIA peptide; Protein S100-A4 (Homo sapiens), P26447; inhibition, % at 10.7 µM; 360,000 compounds, 0.14% hits; AID 652163, 2013;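 active means mean inhibition of at least 70% across replicates, with every replicate also reaching that level; inconclusive means mean inhibition reaches 70% but some replicates fall short; inactive means mean inhibition below 70%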
Target sequence (P26447 whole entry, looked up): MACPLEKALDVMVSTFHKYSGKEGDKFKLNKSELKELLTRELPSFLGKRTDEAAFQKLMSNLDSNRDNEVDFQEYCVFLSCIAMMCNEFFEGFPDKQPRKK
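Material: S100A4 monomer protein | Medium: HEPES pH 7.2 with CaCl2, KCl, NaCl, DTT, Triton | Reagent: Labelled myosin peptide probe, 5 nM | Doses: One dose per compound | Times: 5 min incubation before reading | Benchmarks: Neutral control DMSO, positive control TFP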
PglD DTNB = C. jejuni PglD acetyltransferase inhibitors, primary screen, biochemical, DTNB colorimetric, single point | UDP-N-acetylbacillosamine N-acetyltransferase PglD (Campylobacter jejuni) | purified PglD enzyme, DTNB colorimetric CoA detection | inhibition, % at 12.5 µM | 360,000 compounds, 0.098% hits | AID 602405, 2012; in the data active means inhibition above about 16%, passing the limit was not always enough; inconclusive means no clear call, values can overlap the other calls; further: strong numbers were not always called active
Active calls of the source: *; ? = inconclusive; / = no result given; & = joins results of further samples.

SMILES	EWS-Fli block	LGR2 antag	PGC1a acetyl inh	PAX8 inh HTS	FN deposition inh	ERAP1 HTS inh	S100A4 MyoIIA	PglD DTNB
CCCN1[C@@H]2Cn3c(ccc(-c4cccnc4)c3=O)[C@H]1[C@@H](C(=O)NC1CCCC1)[C@@H]2CO	13.3	14.8	/	/	/	2.9	-0.6	0.1
O=C(CC1Sc2ccccc2NC1=O)c1ccc(Br)cc1 (centres undefined)	-80.0	-49.2	6.9	45.5	12.7	1.8	-0.4	-6.3
CCOc1ccccc1NC(=O)Cn1nnc(C(=O)NCCc2ccc(OC)c(OC)c2)c1N	0.3	-9.8	-1.7	9.3	-9.9	10.0	-6.7	/
CCOC(=O)c1cc(C#N)c(N2CCN(C)CC2)nc1-c1ccccc1	0.6	-20.6	-5.0	6.0	0.5	8.5	-4.7	0.7
Fc1ccc(COc2ccc(-c3nnco3)cc2)c(Cl)c1	-59.5	-39.3	-21.7	-67.0	-4.3	-1.2	-2.5	1.5
C[C@@H]1CN([C@H](C)CO)C(=O)c2cc(NS(=O)(=O)c3ccc(Cl)cc3)ccc2O[C@@H]1CN(C)Cc1ccc(C(=O)O)cc1	-9.5	-7.6	-5.3	/	0.0	1.0	-2.6	3.3
CN(C)c1ccc(/C=C/C=N/Nc2nc(N3CCOCC3)nc(N3CCOCC3)n2)cc1	5.8	8.1	/	15.5	10.4	-3.6	-13.3	1.5
O=C(/C=C/Nc1ccc(F)cc1F)c1ccco1	64.8*	?	-7.2	-36.3	-3.0	0.2	7.1	/
COc1cccc(NC(=O)CN(C)C(=O)c2cn(-c3ccccc3)nc2-c2cccs2)c1	-1.1	8.7	-4.0	-0.7	-10.1	0.8	-1.1	-5.5
C[C@H](NC(=O)NCCc1ccccc1)C(=O)O	/	/	-2.9	/	-7.5	/	-7.6	4.2
O=[N+]([O-])c1cc(C(F)(F)F)ccc1NCCCN1CCOCC1	0.0	6.6	-17.8	-19.6	-9.7	-3.5	4.0	/
CCN(CC)S(=O)(=O)c1ccc(NC(=O)C2c3ccccc3Oc3ccccc32)cc1	9.2	5.2	/	16.8	2.3	/	/	/
CC(C)(C)NC(=O)CN(C(=O)C(=O)Nc1ccc2c(c1)OCCO2)C(C)(C)C	-9.5	4.7	-2.5	-3.0	-0.2	3.5	-5.8	0.9
Cc1nc(NC(=O)CN2CCOCC2)sc1C(=O)N(C)C	0.7	4.8	/	12.6	-0.1	-5.5	-3.5	-1.4
CCc1ccc(CNc2ccc3c(c2)ncn3CC)cc1	-87.8	-61.3	11.3	-48.6	-7.4	0.5	-6.9	6.8
O=C(c1cc(=O)[nH]c2ccccc12)N1CCN(S(=O)(=O)c2ccc(Cl)cc2)CC1	0.9	17.7	/	15.1	5.9	4.8	-17.5	6.1
CCCNC(=O)[C@H]1[C@H](CO)[C@H]2Cn3c(ccc(-c4ccccc4F)c3=O)[C@H]2N1C	-2.0	-1.5	8.3	/	/	-0.2	6.7	/
Cn1ncc(Br)c1C(=O)N1CCN(C(=O)c2ccco2)CC1	/	11.8	7.2	28.1	1.4	/	/	-0.4
O=C(Nc1ccc2nc3n(c(=O)c2c1)CCCCC3)c1ccccc1[N+](=O)[O-]	/	-23.3	6.7	-9.1	0.4	-1.0	-0.2	-0.7
CC(Sc1nnc(-c2cccnc2)n1-c1ccccc1)C(=O)NCc1ccc2c(c1)OCO2 (centres undefined)	-41.2	-3.3	1.8	/	/	-10.3	-4.2	-6.8
COc1ccc(Cl)cc1NC(=O)CCN1CCOCC1	2.9	0.0	-13.7	-9.0	4.1	/	-2.4	/
CCCC(=O)Nc1ccc2c(c1)OC[C@H](C)NC[C@H](C)[C@H](OC)CN(C)C2=O	2.4	-3.5	2.2	-14.4	-5.2	/	100.9*	-2.1
NC(=S)Cc1nc(-c2ccc(Cl)cc2)cs1	4.0	-39.2	/	7.6	-4.8	1.5	-7.0	/
CCO[C@H]1c2c(ccc3ccc(=O)oc23)OC(C)(C)[C@H]1O	-12.4	9.5	/	-18.2	-8.9	/	3.0	2.9

Compound profiles (already shown). Order of screens: EWS-Fli block, LGR2 antag, PGC1a acetyl inh, PAX8 inh HTS, FN deposition inh, ERAP1 HTS inh, S100A4 MyoIIA, PglD DTNB
CCCNC(=O)[C@H]1[C@H](CO)[C@H]2Cn3c(ccc(-c4ccccc4F)c3=O)[C@H]2N1C in the list: -2.0, -1.5, 8.3, /, /, -0.2, 6.7, /
NC(=S)Cc1nc(-c2ccc(Cl)cc2)cs1 in the list: 4.0, -39.2, /, 7.6, -4.8, 1.5, -7.0, /

The listing continues:
SMILES	EWS-Fli block	LGR2 antag	PGC1a acetyl inh	PAX8 inh HTS	FN deposition inh	ERAP1 HTS inh	S100A4 MyoIIA	PglD DTNB
CCc1nc2ccccc2c(C(=O)Oc2ccc(C(=O)OC)cc2)c1C	-3.2	-28.9	13.5	-11.3	-12.4	-3.7	-0.3	-1.2
COc1ccccc1NC(=S)NNC(=O)c1ccncc1	10.0	4.1	6.3	-2.0	-13.4	0.4	-9.2	-1.7
COc1ccc(C(C(=O)NCC2CCCO2)N(Cc2ccccc2)C(=O)c2snc(C(N)=O)c2N)cc1OC (centres undefined)	-1.8	23.6	/	-6.2	0.5	1.7	1.6	-3.0
COc1ccccc1NC(=O)CSc1nnc(Cc2ccccc2)o1	-0.5	/	1.9	/	/	5.9	-5.8	0.7
O=C(O)/C=C/C(=O)N1CCN(c2ccccc2F)CC1	-32.0	-1.0	2.0	1.6	-1.3	5.6	-2.4	0.8
O=C1NC[C@H](CCCCN2C[C@H](Cc3ccccc3)N(CCc3ccc(O)cc3)C(=O)C2=O)N(CCC2CCCCC2)C1=O	-7.7	13.9	/	12.3	10.1	/	3.0	/
Cc1ccc(Cl)cc1N1CCN(C(=O)Cc2c(C(=O)O)[nH]c3ccccc23)CC1	3.8	-3.8	8.7	/	/	0.4	-0.4	-0.9
Cc1cccc(CN2CCN(C3CN(Cc4ccccc4)S(=O)(=O)C3)CC2)c1 (centres undefined)	-1.3	8.8	6.4	8.9	/	/	-4.9	-1.3
COC(=O)Cc1nc(Nc2ccccc2)sc1C	1.8	1.6	2.2	-25.9	0.0	3.0	4.1	1.7
CC(=O)c1ccc(NC(=O)c2cc(C)nc3ccccc23)cc1	-108.7	-27.6	1.8	-31.3	-2.2	-2.1	-1.9	-5.4
CC(=O)c1ccc(S(=O)(=O)NCC2CCN(C(=O)C(=O)c3cccs3)CC2)cc1	2.6	-17.8	/	-26.1	-3.0	2.9	4.9	/
COc1cccc(CNS(=O)(=O)c2c(C)nc3sccn3c2=O)c1	1.2	-0.7	-10.3	8.2	12.6	6.2	-2.5	-1.6
O=C1CSC(c2ccc(Cl)cc2)N1Nc1nc(N2CCOCC2)nc(N2CCOCC2)n1 (centres undefined)	-20.7	/	/	9.5	2.2	-3.1	3.5	-0.2
O=c1cc(C(Cl)(Cl)Cl)oc2c1ccc1ccccc12	/	/	0.1	98.1*	0.7	/	/	1.4
CC(C)NC(=O)N1CC[C@@H]2[C@@H](CO)N(C)c3ccc(-c4ccc(F)cc4)cc3[C@@H]21	22.8	43.3	-0.4	1.2	-5.5	3.0	17.3	0.6
Cc1ccccc1OCC(=O)Nc1ccc2c(c1)OCCO2	-11.5	-59.1	/	-57.0	-4.8	/	2.9	/
COc1ccc(-c2ccc3c(c2)[C@H]2[C@H](CCN2C(=O)C2CCCCC2)[C@H](CO)N3C)cc1	1.6	21.4	-20.4	22.9	8.4	-0.3	-5.4	-0.2
NC(=O)N/N=C1\c2ccccc2-c2c(C(N)=O)cccc21	10.7	-21.3	/	12.2	-3.1	1.5	-1.3	-3.3
COc1ccc2c3c1OC1CC(O)C=CC31CCN(C)C2 (centres undefined)	2.3&-1.7	2.8&-8.7	-1.4	6.8	1.9	-2.3&0.3	0.7&5.1	-4.3&-1.3
COc1ccc(S(=O)(=O)Nc2ccc3c(c2)C(=O)N([C@@H](C)CO)C[C@H](C)[C@H](CN(C)Cc2ccncc2)OCCCC[C@H](C)O3)cc1	-2.5	-2.9	2.0	4.5	-9.3	-1.8	-0.7	1.4
CC(=O)NC(c1cccs1)c1cc(Br)c2cccnc2c1O (centres undefined)	18.1	15.2	25.0	?	14.2	6.0	4.4	-1.4
O=C(Nc1cccnc1)c1noc2c1CCCC2	/	-31.9	33.9	/	-4.9	/	/	-6.7
Cc1ccc2c(c1)C(=O)CC(c1ccccc1)S2 (centres undefined)	28.7	41.1	-5.7	-80.5	10.0	11.8	-7.5	-5.5
O=C(CCN1CCCCC1)N[C@@H]1CC[C@@H](CCNS(=O)(=O)c2ccc(Cl)cc2)O[C@H]1CO	0.3	10.3	3.8	-2.5	/	2.7	-3.0	1.8
Cc1ccc(S(=O)(=O)N(C)C[C@H]2Oc3ccc(NC(=O)CCCCCC(=O)Nc4ccccc4N)cc3CC(=O)N([C@H](C)CO)C[C@H]2C)cc1	17.1	-4.5	-4.8	-7.3	/	-0.7	8.6	1.8
O=C(O)C1CCCN(S(=O)(=O)c2cccc3cccnc23)C1 (centres undefined)	-3.6	-4.0	5.0	-1.9	1.9	/	-0.8	1.6
NC(=O)c1ccc(NC(=O)COC(=O)CCc2ccc(S(=O)(=O)N3CCCCC3)cc2)cc1	-30.8	-30.0	2.6	23.7	0.0	1.8	-1.6	0.8
COC(=O)[C@H](NC(=O)c1cc(-c2ccccc2)sc1N)C(C)C	1.3	-14.3	/	-8.7	2.7	1.0	-0.6	/
C[C@@]12CCC=C[C@H]1[C@H](c1ccc(/C=C/c3ccccc3)cc1F)N(Cc1ccccc1)C2=O	22.3	-22.2	8.5	13.5	8.4	-3.3	1.6	6.2
CCOC(=O)c1ccc(S(=O)(=O)NNC(=O)COc2cccc(C)c2)cc1	-14.6	-18.4	3.2	3.1	-3.7	3.0	3.5	-3.4
CC(=O)N1CCN(S(=O)(=O)c2cccc(C(=O)N(C)Cc3ccc(C)o3)c2)CC1	1.6	-15.4	/	6.0	8.2	0.6	-2.1	-0.9
CC1=NN(C(N)=S)C(C)(C)C1	5.6	2.1	3.1	-19.8	4.0	-1.0	-2.3	/
CCc1cc2c3c(c1)C(C)CC(C)(C)N3C(=O)/C2=C1\SC(=O)NC1=O (centres undefined)	16.6	-6.1	-1.9	-3.8	-4.7	0.7	-2.9	1.7
O=S(=O)(Nc1nc2ccccc2s1)c1cc(F)ccc1F	/	26.3	/	7.9	12.2	-4.0	1.3	-6.1
Cc1ccc(S(=O)(=O)N2C(=O)CCC2C(=O)O/N=C(\N)c2ccc([N+](=O)[O-])cc2)cc1 (centres undefined)	/	1.4	-3.2	-9.1	/	-2.5	-6.2	3.5
Cc1nn(CC(=O)O)c(C)c1N	-5.6	-10.4	8.6	4.0	1.9	-0.6	1.8	-2.0
Cc1ccc(OC(=O)CCC(=O)Nc2ccc(Br)cc2)cc1	/	-9.8	16.8	28.3	5.3	/	/	-5.4
